UDG counterscr – UDG inhibition counter-screen; Potency, µM (titrated, usually from 115 µM), without a hit: at the top dose activity change, negative = inhibition, hits mostly inhibitors; FRET deamination/UDG coupled assay, UDG read, 4 h; 0.14% of 91,000 active; further: nearly all actives have a fitted effect of over 65% in size
AID inh – activation induced cytidine deaminase inhibition; Q9GZX7; AID 1347428; 0.32% of 91,000 active; AID deamination FRET fluorescence, UDG-coupled, 4 h; Potency, µM (titrated, usually from 115 µM), for inactives: top-dose activity change, negative = inhibition, most hits filed as inhibitors; further: nearly all actives have a fitted effect of over 25% in size
Target sequence (Q9GZX7 whole entry, looked up): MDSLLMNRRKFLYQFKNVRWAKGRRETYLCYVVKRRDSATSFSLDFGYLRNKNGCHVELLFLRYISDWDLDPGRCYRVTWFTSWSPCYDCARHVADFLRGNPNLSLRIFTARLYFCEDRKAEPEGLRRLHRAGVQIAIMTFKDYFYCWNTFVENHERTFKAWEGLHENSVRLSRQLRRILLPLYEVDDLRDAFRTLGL
* hit, by the source's call; u = inconclusive; & = joins results of further samples; [ ] = another dose, or the depositor's remark. The call rests on the fitted dose curve; in most records, active means well fitted curve in the direction sought with a large enough effect; inconclusive means small, poorly fitted or top-dose-only effect, or another doubt; inactive means no such curve, though single readings can be large; an effect the other way counts as inactive or inconclusive. On the % scale 0 is the no-effect control and ±100 the full control effect; potency means the concentration at half of the fitted maximal effect. The list is partial (hit frequency here may not be typical).

1. O=C(O)CN1C(=O)S/C(=C/c2ccc(F)cc2)C1=O
2. CC1CCc2noc(NC(=O)c3ccccc3[N+](=O)[O-])c2C1 (configuration not stated)
3. CC(C)NC(=O)NC(=O)CSc1nnc(-c2c[nH]c3ccccc23)o1
4. Cc1ccc(S(=O)(=O)N2CCOCC2)cc1C(=O)Nc1ccccc1-c1nc2ccccc2[nH]1
5. CCC1c2ccsc2CCN1C(=O)CCC(=O)N1CCN(S(=O)(=O)c2ccccc2)CC1 (configuration not stated)
6. COc1ccccc1Cc1nc2ccccc2nc1SCC(=O)N1CCN(c2ccccc2)CC1
Assay by compound	1	2	3	4	5	6
UDG counterscr	2%	-5%	2%	-14%	-3%	-10%
AID inh	-2%	0%	0%	-5%	-12%	u

7. COc1ccc(-c2ccc(CCC(=O)NC3CCS(=O)(=O)C3)o2)cc1 (configuration not stated)
8. CN(Cc1cccc(F)c1)Cc1cc(=O)n2cc(Br)ccc2n1
9. CCc1nnc(SCC(=O)Nc2cc(OC)cc(OC)c2)c2cc3sccc3n12
10. CCc1ccc(OCC(=O)N(Cc2ccc(C)cc2)Cc2ccco2)cc1
11. CCC(C)NC(=O)CCC(=O)N1Cc2ccccc2Oc2ncccc21 (configuration not stated)
12. Fc1cccc(F)c1-c1nc(-c2ccncc2)no1
Assay by compound	7	8	9	10	11	12
UDG counterscr	12%	-2%	-5%	2%	9%	6%
AID inh	2%	-17%	-14%	u	0%	6%

One compound at a time, as listed above. Screens in order: UDG counterscr | AID inh
Record of `CN(Cc1cccc(F)c1)Cc1cc(=O)n2cc(Br)ccc2n1` : -2% | -17%
Record of `CCc1ccc(OCC(=O)N(Cc2ccc(C)cc2)Cc2ccco2)cc1` : 2% | u
Record of `CCc1nnc(SCC(=O)Nc2cc(OC)cc(OC)c2)c2cc3sccc3n12` : -5% | -14%

(next part)
13. Cc1cccc(NC(=O)CN2C(=O)c3ccccc3Sc3ncccc32)c1C
14. CC(C)(C)NC(=O)COC(c1ccccc1)c1ccccc1
15. O=C(NCc1ccccc1Cl)c1ccc(NC(=O)N2CCCCc3ccccc32)cc1
16. CCCN(CCC)c1nn2c(=O)c(C(=O)NCc3cccc(OC)c3)cnc2s1
17. CC(C)c1ccc(S(=O)(=O)NCc2nc3cccnc3n2Cc2ccc(F)cc2)cc1
18. O=S(=O)(c1ccc(F)cc1)N1CCn2cccc2C1c1ccccc1F (configuration not stated)
Assay by compound	13	14	15	16	17	18
UDG counterscr	2%	1%	50%[activator]	-2%	3%	-18%
AID inh	-3%	-15%	40%[activator]	-30%	6%	-28%

19. COc1cc(OC)c(N(C)C(=O)c2cc3c(s2)-c2ccccc2OC3)cc1Cl
20. CCC(=O)N1CCc2cc(Br)cc(S(=O)(=O)CCC(=O)NCCc3ccc(Cl)cc3)c21
21. CC1=C(c2ccc(C)c(C)c2)S(=O)(=O)N(Cc2ccc(C(=O)NCc3ccccc3F)cc2)C1=O
22. Cc1cccc(NC(=O)Cn2c(=O)n(CCCS(=O)(=O)C3CCCCC3)c(=O)c3ccccc32)c1
23. O=C(c1ccc2c(=O)n(CCc3ccccc3)c(=O)[nH]c2c1)N1CCN(c2ccc(F)cc2)CC1
24. O=C(NC1C2CC3CC(C2)CC1C3)c1cccc(Cl)c1 (configuration not stated)
Assay by compound	19	20	21	22	23	24
UDG counterscr	-6%	-12%	u	-6%	-22%	10%
AID inh	-21%	5%	-10%	-11%	0%	-1%

25. O=C(NCCn1cc(SCc2ccc(C(F)(F)F)cc2)c2ccccc21)c1cccs1
26. Cc1ccc2nc(COc3ccccc3NC(=O)COc3ccc(F)cc3)cc(=O)n2c1
27. COc1ccc2c(c1)c1c(c(=O)n(Cc3ccccc3)c(=O)n1CC(=O)NCc1ccccc1)n2C
28. CN1CCN(C(=O)CN2CCN(C(C(=O)O)c3cn(CC(=O)O)c4cc(Cl)ccc34)CC2)CC1 (configuration not stated)
29. COc1ccc(OC)c(NC(=O)Nc2cccc(OCc3cc(=O)n4cc(C)ccc4n3)c2)c1
30. COCCNc1oc(-c2ccccc2C)nc1C#N
Assay by compound	25	26	27	28	29	30
UDG counterscr	-18%	39%[activator]	-8%	2%	3%	-8%
AID inh	u	7%	9%	11%	-28%	-2%

31. COc1ccc(C2C(C#N)=C(N)N(c3ccc(C)cc3)C3=C2C(=O)CCC3)cc1 (configuration not stated)
32. Cc1ccc2oc(C(=O)Nc3nnc(CC(C)C)s3)cc(=O)c2c1
33. CCc1cccc(C)c1NC(=O)c1cc(S(=O)(=O)NCc2ccccc2Cl)ccc1F
34. CCOc1ccccc1NC(=O)Cn1ccn(Cc2ccc(C)cc2)c(=O)c1=O
35. Cc1ccccc1OCC(=O)Nc1cccc(C(=O)OCc2cc(=O)n3c(C)csc3n2)c1
36. COc1ccc(CNC(=O)CC(C)CC(=O)O)cc1 (configuration not stated)
Assay by compound	31	32	33	34	35	36
UDG counterscr	-2%	3%[57.5 µM]	23%	-2%	-16%	2%
AID inh	-3%	16%[57.5 µM]	-11%	u	u	-2%

37. Cc1nc(NC(=O)CCc2ccccc2)sc1C
38. Cc1c(C(=O)c2cccs2)oc2ccccc12
39. CCOc1ccc(C(=O)Nc2ccccc2OCc2cc(=O)n3ccccc3n2)cc1
40. O=C(O)c1cc(-c2cccc(F)c2)no1
41. Cc1ccc(C(=O)NCCc2c[nH]c3ccc(Cl)cc23)cc1
42. CCc1nnc(SC(CC)C(=O)Nc2ccc(OC)c(Cl)c2)c2cc3occc3n12 (configuration not stated)
Assay by compound	37	38	39	40	41	42
UDG counterscr	-7%	4%	9%	-3%	-1%	-6%
AID inh	-8%	1%	5%	-6%	-6%	u

43. Cc1ccc(C(O)CNC(=O)c2ccccc2)cc1 (configuration not stated)
44. c1ccc(NC2(c3nnnn3-c3ccccc3)CCCC2)cc1
45. Cc1ccc(NC(=O)CSc2ccc3nnc(CCNS(=O)(=O)c4ccccc4)n3n2)cc1Cl
46. CC(C)C(=O)Nc1ccc(Cl)cn1
47. CC(=O)N1CCC(C(=O)Nc2cc(F)ccc2F)CC1
48. O=C(N/N=C1/CC2C=CCC12)c1ccc(Cl)cc1 (configuration not stated)
Assay by compound	43	44	45	46	47	48
UDG counterscr	4%	-5%	90%[activator]	10%	-2%	-4%
AID inh	-1%	-5%	5%	15%	1%	-2%

Values in list order from above:
Nos. 43 to 48 in UDG counterscr read 4%, -5%, 90%[activator], 10%, -2%, -4%
Nos. 43 to 48 in AID inh read -1%, -5%, 5%, 15%, 1%, -2%

(further entries)
49. N#Cc1ccc(COC(=O)c2ccc(N3CCOCC3)nc2)c(F)c1
50. CCOc1ccc(C(=O)NCC(c2cccs2)S(=O)(=O)c2ccccc2)cc1 (configuration not stated)
51. Cc1cccc(N2CCN(C(=O)CCCCn3c(=O)[nH]c4ccsc4c3=O)CC2)c1C
52. CSc1ncc(C(=O)Nc2ccc(C)c(Cl)c2)c(-c2ccccc2)n1
53. CCSC1=N/C(=C\c2ccc(OC)c(C)c2)C(=O)S1
54. COc1cc(NC(=O)N2CCC3(CC2)Nc2cc(F)ccc2-n2cccc23)cc(OC)c1OC
Assay by compound	49	50	51	52	53	54
UDG counterscr	4%	u	-11%	-4%[57.5 µM]	-11%	u
AID inh	3%	u	-20%	7%	-9%	u

An excerpt from above in order of the AID inh value, high to low:
| entry | canonical_smiles | AID inh |
| --- | --- | --- |
| 52 | CSc1ncc(C(=O)Nc2ccc(C)c(Cl)c2)c(-c2ccccc2)n1 | 7% |
| 53 | CCSC1=N/C(=C\c2ccc(OC)c(C)c2)C(=O)S1 | -9% |
| 51 | Cc1cccc(N2CCN(C(=O)CCCCn3c(=O)[nH]c4ccsc4c3=O)CC2)c1C | -20% |

Carrying on.
55. Cc1ccc(Cl)cc1NC(=O)Cn1c(=O)c(CNc2ccccc2)cc2cc3c(cc21)OCCO3
56. CCCCOc1nnc(-c2ccc(OCC)cc2)c2ccccc12
57. CCN(CCCNC(=O)c1nn(-c2ccc(C)cc2)c(=O)c2c1c1ccccc1n2C)c1cccc(C)c1
58. Cc1ccc(S(=O)(=O)N2CCN(c3ccc([N+](=O)[O-])c4cccnc34)CC2)cc1
59. Cc1cc(OCC(=O)OCC(=O)c2ccc(-c3ccccc3)cc2)ccc1Cl
60. Cc1cc2oc(=O)cc(CN3CCOCC3)c2cc1O
Assay by compound	55	56	57	58	59	60
UDG counterscr	3%	-13%[57.5 µM]	1%	-4%	-8%	-28%&-10%
AID inh	u	-15%[57.5 µM]	10%	-4%	27%	5%&2%

61. COc1ccc(Oc2c(C)oc3cc(OCC(=O)c4ccc(OC)cc4)ccc3c2=O)cc1
62. Cc1ccc(-c2nc(CS(=O)(=O)CC(=O)N3CCN(c4ccccc4)CC3)c(C)o2)cc1
63. COc1ccc(COCC(O)CN(C)Cc2ccc(OC)c(OC)c2OC)cc1 (configuration not stated)
64. O=c1c2cc3c(cc2nc2sc(Nc4ccc(F)cc4F)nn12)OCO3
65. CCCn1c(SCC(=O)Nc2nncs2)nnc1C1CC1
66. CCc1cc(=O)[nH]c(SCc2nc(-c3ccc(C(F)(F)F)cc3)no2)n1
Assay by compound	61	62	63	64	65	66
UDG counterscr	1%	1%	1%	-6%	1%	-2%[57.5 µM]
AID inh	-7%	u	-1%	166%[activator]	2%	u

67. Cc1cccc(-c2nc(CSCC(=O)N3CCN(c4cccc(C)c4C)CC3)c(C)o2)c1
68. CCNC(=O)CN(CC)C(=O)c1cc2c(OC)cc(OC)c(OC)c2[nH]1
69. CC(C)c1ccc(CNC(=O)c2cccc(C(=O)NCc3ccc(C(C)C)cc3)c2)cc1
70. COc1ccccc1CNC(=O)CN(c1ccccc1OC)S(C)(=O)=O
71. O=C(Nc1ccc2oc(C3CC3)nc2c1)c1cc[n+]([O-])cc1
72. CCC(=O)N1CCCc2cc(S(=O)(=O)Nc3ccc(C)c(C)c3)ccc21
Assay by compound	67	68	69	70	71	72
UDG counterscr	-17%[57.5 µM]	6%	-5%	-15%	-12%	-7%
AID inh	u	-2%	4%	6%	-6%	-21%

73. Cc1cccc(CN2CCN(c3nc4c(c(=O)[nH]c(=O)n4C)n3Cc3cccc(C)c3)CC2)c1
74. Cc1ccc(N2CCN(C(=O)CCNS(=O)(=O)c3ccc4[nH]c(=O)ccc4c3)CC2)c(C)c1
75. Cn1c(C(=O)NCCc2ccccc2)cc2c(=O)n3ccccc3nc21
76. CCOc1cc(C(=O)OCc2cc(=O)n3nc(CC)sc3n2)cc(OCC)c1OCC
77. CCOC(=O)Cn1c(=N)n(Cc2ccc(C(C)(C)C)cc2)c2ccccc21
78. Cc1cc(C)c(Cn2c3ccccc3c3cnn(CC(=O)NCCC4=CCCCC4)c(=O)c32)c(C)c1
Assay by compound	73	74	75	76	77	78
UDG counterscr	2%	2%	5%	-1%	-29%	2%
AID inh	-12%	-6%	0%	29%	u	-9%

An excerpt of these results, as labelled records.
#76 CCOc1cc(C(=O)OCc2cc(=O)n3nc(CC)sc3n2)cc(OCC)c1OCC
  UDG counterscr: -1%
  AID inh: 29%
#77 CCOC(=O)Cn1c(=N)n(Cc2ccc(C(C)(C)C)cc2)c2ccccc21
  UDG counterscr: -29%
  AID inh: u
#78 Cc1cc(C)c(Cn2c3ccccc3c3cnn(CC(=O)NCCC4=CCCCC4)c(=O)c32)c(C)c1
  UDG counterscr: 2%
  AID inh: -9%

Following part:
79. Cc1cccc(C)c1OCC(=O)Nc1c(C(=O)c2ccccc2)oc2ccccc12
80. CC(=O)c1cc(C)ccc1OC(=O)c1ccc(Cl)cc1
81. O=C(CCc1ncc(-c2ccccc2F)o1)Nc1ccc(Cl)cc1F
82. O=C(O)CCc1nnc2cnc3ccccc3n12
83. COc1cc(OC)cc(C(=O)OCc2nc(-c3ccc(OC(F)(F)F)cc3)no2)c1
84. COc1ccc(CCNC(=O)C(=O)NCC(c2ccco2)S(=O)(=O)c2cccs2)cc1 (configuration not stated)
Assay by compound	79	80	81	82	83	84
UDG counterscr	-4%	-2%	-5%	-6%	1%	14%
AID inh	-7%	-6%	-1%	80%[activator]	-14%	10%

85. ClC(/C=N/N1CCN(Cc2ccc(Cl)cc2)CC1)=C/c1ccccc1
86. COc1cc2cc(CNc3ccc(C)cc3)c(=O)n(CC(=O)Nc3ccc(F)cc3F)c2cc1OC
87. COCC(C)NS(=O)(=O)c1c(C)cc(C)cc1C (configuration not stated)
88. COc1ccc(CNCc2c(C(=O)O)c(C)n(Cc3ccc(Cl)cc3)c2C)c(OC)c1
Assay by compound	85	86	87	88
UDG counterscr	-3%	-6%	-1%	-2%
AID inh	-7%	73%[activator]	3%	-1%
